# HP1b chromo inh – HP1-beta chromodomain-methylated histone interaction inhibition | 0.56% of 390,000 active | AID 540317 | AlphaScreen HP1-beta / biotin-H3K9me3 peptide binding | P83916 | Potency, µM (top dose mostly 114 µM), for the others: at the top dose activity change, negative = inhibition, actives largely listed as inhibitors; further: potency means the concentration at half of the fitted maximal effect; nearly all actives have a fitted effect of over 70% in size; inactives centre near 23
# Target sequence (P83916 whole entry, looked up): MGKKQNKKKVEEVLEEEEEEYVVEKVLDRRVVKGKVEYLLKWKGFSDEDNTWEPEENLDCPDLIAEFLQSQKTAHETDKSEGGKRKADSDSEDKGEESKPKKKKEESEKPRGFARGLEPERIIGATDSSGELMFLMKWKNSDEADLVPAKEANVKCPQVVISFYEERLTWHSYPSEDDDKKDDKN
#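 HP1-beta protein (50 nM final) preincubated 30 min at room temperature with biotinylated H3(1-18)K9me3 peptide (50 nM) in PBS pH 7.4, 0.01% Tween-20, then compound added for 30 min. AlphaScreen streptavidin donor/nickel chelate acceptor beads (10 ug/mL final), 30 min dark, luminescence read.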
# RGS4 inh – human RGS4 inhibition. AID 504845. P49798. Potency, µM (titrated, usually from 114 µM), for the others: at the top dose activity change, negative = inhibition, hits mostly inhibitors. 0.039% of 390,000 active. Transcreener GDP fluorescence polarization, RGS4-accelerated GTP hydrolysis; further: potency means the concentration at half of the fitted maximal effect; on the % scale 0 is the no-effect control and ±100 the full control effect; nearly all actives have a fitted effect of over 75% in size; some results filed as inactive show a strong effect at the top dose
# Target sequence (P49798 whole entry, looked up): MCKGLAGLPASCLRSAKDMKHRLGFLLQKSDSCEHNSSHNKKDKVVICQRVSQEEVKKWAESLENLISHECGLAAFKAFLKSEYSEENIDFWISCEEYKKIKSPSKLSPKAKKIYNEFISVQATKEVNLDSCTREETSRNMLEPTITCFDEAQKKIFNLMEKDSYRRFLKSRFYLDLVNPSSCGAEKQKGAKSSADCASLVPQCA
#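 MLSMR compounds (23 nl, pin-transferred) preincubated 10 min at room temperature with a 500nM (2x) first reagent, then RGS4 at 900nM (2x) plus Transcreener GDP mix added; fluorescence polarization (620/688 nm) read before and after 90 min at 30 °C.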
# PI4K2A block – inhibitors of human PI4K2A. purified PI4K2A, ADP-Glo luminescence, 1 h; hits give low values. activity change, negative = inhibition, % at 76.9 µM. 0.13% of 420,000 active. AID 1346378; in the data active means activity change below about -50%; inconclusive means mostly about -30% to -49%;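 further: -100% = wells without enzyme as full effect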
#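 Compounds are screened against recombinant PI4K2A using PI as substrate and ATP, the latter dispensed at 300 microM. Reactions run one hour at ambient temperature before ADP-Glo detection; full inhibition defined by wells lacking enzyme.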
# G9a block – blocks human histone lysine methyltransferase G9a; AID 504332; Q96KQ7; G9a H3K9 monomethylation, AlphaScreen, 2 h; 8.8% of 350,000 active; Potency, µM (titrated, usually from 102 µM), for inactives: at the top dose activity, negative = inhibition, most hits filed as inhibitors; further: potency means the concentration at half of the fitted maximal effect; on the % scale 0 is the no-effect control and ±100 the full control effect; nearly all actives have a fitted effect of over 75% in size
#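 AlphaScreen read-out: biotin-H3K9 peptide (500 nM) methylation by 20 nM enzyme with 20 uM SAM, 2 h at room temperature after 15 min compound preincubation; anti-monomethyl H3K9 antibody plus donor/acceptor beads, 10 min dark.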
# JMJD2A Tudor – inhibitors of human JMJD2A Tudor domain; 4.4% of 390,000 active; AlphaScreen JMJD2A-Tudor / H3K4me3 peptide binding; Potency, µM (series often up to 114 µM), without a hit: top-dose activity change, negative = inhibition, usual class: inhibitors; further: potency means the concentration at half of the fitted maximal effect; on the % scale 0 is the no-effect control and ±100 the full control effect; nearly all actives have a fitted effect of over 50% in size
# BAZ2B block – inhibitors of human BAZ2B bromodomain. Q9UIF8. AlphaScreen BAZ2B-H3K14Ac peptide displacement. Potency, µM (highest dose often 114 µM), without a hit: top-dose activity change, negative = inhibition, usual class: inhibitors. 4.4% of 360,000 active. AID 504333; further: potency means the concentration at half of the fitted maximal effect; on the % scale 0 is the no-effect control and ±100 the full control effect; nearly all actives have a fitted effect of over 60% in size
#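 Multi-concentration screen (max 110 uM) measuring displacement of acetylated histone H3 peptide from BAZ2B by AlphaScreen, using 50 nM protein, 50 nM peptide and 10 ug/mL streptavidin donor plus Ni-chelate acceptor beads.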
# GLS inhibitor – blocks human kidney-isoform glutaminase activity; AID 624170; 0.21% of 410,000 active; GLS enzymatic activity, qHTS titration; O94925; Potency, µM (series often up to 45.5 µM), for inactives: at the top dose activity change, negative = inhibition, hits mostly inhibitors; further: potency means the concentration at half of the fitted maximal effect; on the % scale 0 is the no-effect control and ±100 the full control effect
# Target sequence (O94925 whole entry, looked up, canonical isoform): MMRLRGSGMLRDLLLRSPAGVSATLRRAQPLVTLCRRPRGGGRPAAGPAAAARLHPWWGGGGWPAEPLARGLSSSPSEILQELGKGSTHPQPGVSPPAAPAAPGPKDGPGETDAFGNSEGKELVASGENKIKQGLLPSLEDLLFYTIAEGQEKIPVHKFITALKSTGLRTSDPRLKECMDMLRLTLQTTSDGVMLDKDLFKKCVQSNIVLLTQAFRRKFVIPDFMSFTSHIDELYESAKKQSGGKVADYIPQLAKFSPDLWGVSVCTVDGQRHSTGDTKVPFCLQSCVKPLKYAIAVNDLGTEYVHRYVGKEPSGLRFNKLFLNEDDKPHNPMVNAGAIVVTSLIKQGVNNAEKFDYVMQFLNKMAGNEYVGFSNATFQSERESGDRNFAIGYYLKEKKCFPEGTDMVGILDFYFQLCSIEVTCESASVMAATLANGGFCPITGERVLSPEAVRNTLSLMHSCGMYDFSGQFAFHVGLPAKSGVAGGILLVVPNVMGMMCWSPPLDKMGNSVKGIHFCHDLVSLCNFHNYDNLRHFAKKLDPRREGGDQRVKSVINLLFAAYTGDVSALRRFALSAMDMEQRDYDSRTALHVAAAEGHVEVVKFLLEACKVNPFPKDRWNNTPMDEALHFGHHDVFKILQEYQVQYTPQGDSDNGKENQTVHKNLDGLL
#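 Two-point fluorescence kinetic (t0, 30 min RT) for hKGA; glutamate detected via glutamate oxidase–HRP–Amplex Red. Substrate: 1 mM L-glutamine solution; buffer 45 mM KH2PO4, pH 8.2.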
# ERG-DNA inh – ERG Ets/DNA interaction inhibition; Potency, µM (doses to about 76.9 µM), inactives show at the top dose FP activity, negative = inhibition, hits mostly inhibitors; 0.028% of 370,000 active; P11308; fluorescence polarization, His-ERG Ets domain / labelled DNA; active means well fitted inhibition curve with a large enough effect in the polarisation, with a control signal flat; inconclusive means small, poorly fitted or top-dose-only effect, or effect the other way, or a change in a side signal; inactive means no such curve, though single readings can be large or run the other way; the % refers to the polarisation;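 further: polarization taken with two DNA probes labelled with fluorescein and Texas red; potency means the concentration at half of the fitted maximal effect; % of control where 0% means no effect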
#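 His-tagged ERG Ets domain (1 uM in the protein solution; 300mM KCl, 50mM Tris-HCl, 1mM EDTA, 1mM DTT, pH 7.5) received compound, then a probe mix of 5 nM fluorescein-DNA and 100nM Texas-615-DNA. Fluorescence polarization was read for both dyes.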
# ALOX12 inh – ALOX12 (human) lipoxygenase inhibition; 1.1% of 580,000 active; purified 12hLO, xylenol orange hydroperoxide absorbance; Potency, µM (top dose mostly 108 µM), inactives show at the highest dose activity change, negative = inhibition, usual class: inhibitors; further: potency means the concentration at half of the fitted maximal effect; on the % scale 0 is the no-effect control and ±100 the full control effect
#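 Purified human 12hLO at 150 nM in 25 mM Hepes, 0.01% Triton X-100, pH 7.0, preincubated 15 min at room temperature with compound. Reaction started with 40 uM arachidonic acid, 30 min at room temperature. Hydroperoxide measured by Fe-xylenol orange, 573/405 nm absorbance ratio.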
# * hit, by the source's call; ? = inconclusive; nt = not tested or not shown; [ ] = another dose, or the depositor's remark. Unless noted, the call rests on the fitted dose curve; in most records, active means well fitted curve in the direction sought with a large enough effect; inconclusive means small, poorly fitted or top-dose-only effect, or another doubt; inactive means no such curve, though single readings can be large; an effect the other way counts as inactive or inconclusive. Not all compounds are listed, so the mix of outcomes need not match the whole.
SMILES,HP1b chromo inh,RGS4 inh,PI4K2A block,G9a block,JMJD2A Tudor,BAZ2B block,GLS inhibitor,ERG-DNA inh,ALOX12 inh
COc1ccc(CNC(=O)CN(C)Cc2ccccc2F)cc1OC,3%,10%,-4,-11%[59 µM],-14%,4%,13%,-1%,?
Cc1cn([C@H]2C[C@H](O)[C@@H](CCC(=O)NCCN3CCCCC3)O2)c(=O)[nH]c1=O,39%[activator],-9%,-1,nt,-4%,nt,3%,6%,4%
Cc1noc(C(=O)Nc2cccnc2)c1Cl,63%[activator],-8%,-3,7%,-10%,-5%,5%,-9%,18%
Cc1cc(C)cc(OCC(=O)N(C)CC(=O)Nc2ccc(N3CCOCC3)cc2)c1,24%,-18%,0,35µM*,-6%,5%,5%,19%,-6%
NC(=O)CCn1ccc2ccccc21,25%,15%,-2,-29%,-10%,nt,0%,0%,0%
Cn1cc(CCC(=O)N2CCCC(CCC(=O)NCc3ccc(F)c(F)c3)C2)cn1 (configuration not stated),64%[activator],0%,-1,nt,-7%,15%,1%,0%,0%
COc1ccccc1/C=C/C(=O)OCC(=O)N1CCCCC1,28%,5%,-2,nt,1%,nt,-1%,2%,-8%
CCCOc1ccc2cc(C(=O)NCc3ccccc3)c(=O)oc2c1,45%[activator],-28%,3,-7%,24%,-1%,-14%,22%,-5%
O=C(Cc1cccc(NC(=O)C2CCN(S(=O)(=O)c3cccc([N+](=O)[O-])c3)CC2)c1)Nc1cccc(C(=O)N2CCOCC2)c1,4%,-3%,-3,nt,-16%,nt,3%,0%,-2%
O=C(NCCC1=CCCCC1)C1CCC(CNc2nc(=S)[nH]c3ccccc23)CC1 (configuration not stated),14%,6%,-5,-5%,-23%,5%,-2%,-2%,-3%
CCCCNC(=O)c1ccc(-c2nc(CN3CCc4ccccc43)c(C)o2)cc1,8%[57 µM],15%,0,-11%[59 µM],-13%,-6%,-7%,3%,-19%
Cc1nc(-c2ccccc2OC(F)(F)F)[nH]c(=O)c1Cl,11%,15%,2,0%,-10%,-5%,-4%,2%,?
Cc1nn(Cc2ccc(C(=O)N3CCN(C(=O)c4ccco4)CC3)o2)c(C)c1[N+](=O)[O-],22%,16%,1,3%,-10%,-14%,20%,0%,0%
O=C(O)CCC(=O)OCC1CCCO1 (configuration not stated),31%,11%,5,12%[2.33 µM],-20%,7%,-4%,14%,-3%
CCn1cc(S(=O)(=O)N2CCc3ccccc3C2)cn1,35%,24%,0,nt,2%,1%,-1%,-13%,0%
COc1cc(OC)cc(C(=O)N[C@H](C(=O)Nc2ccc(S(=O)(=O)N(C)C)cc2)C(C)C)c1,44%[activator],-46%,0,4%,-4%,-5%,-5%,-1%,-19%
CN(C)S(=O)(=O)c1cccc(C(=O)NCCCn2ccnc2)c1,17%,-13%,1,-4%,-15%,-4%,-6%,9%,-9%
CCc1ccc(N2CC34C=CC(O3)C(C(=O)OC)C4C2=O)cc1 (configuration not stated),49%[activator],-32%,-4,3%,-10%,12%,1%,-8%,10%[57.4 µM]
OCCNc1nc(N2CCCC2)nc(N2CCCC2)n1,12%,9%,-4,-5%[59 µM],-11%,-1%,0%,-2%,19%
Cn1nc(-c2ccc(OCC(=O)NCC3CCCO3)cc2)c2ccccc2c1=O (configuration not stated),19%,-12%,4,0%,-10%,-16%,3%,3%,1%
Cc1nnc(SCCn2c(N3CCN(Cc4ccccc4)CC3)nc3c2c(=O)[nH]c(=O)n3C)s1,14%,21%,6,13%[59 µM],-10%,2%,-1%,1%,0%
COc1ccc(C2N(Cc3ccccc3)CC(=O)N2/N=C(\C)c2ccccc2)cc1 (configuration not stated),29%,27%,1,0%[59 µM],-19%,-4%,9%,-2%,-17%
COc1cccc(NC(=O)CN(C)C(=O)/C=C/c2cn(-c3ccccc3)nc2-c2cccs2)c1,21%,-21%,-2,-31%,-22%,-37%,-3%,-14%,-9%
CCN(CC)S(=O)(=O)c1cccc(C(=O)N[C@H](C(=O)NCc2ccc(Cl)cc2)C(C)C)c1,47%[activator],10%[11.4 µM],-19,?,-13%[11.4 µM],6%,-16%,12%,4%
CN(C)CCNc1ncnc2c1sc1nc(N3CCCC3)c3c(c12)CC(C)(C)OC3,-21%,16%,1,?,?,?,-14%,-1%,1%
CCOc1ccc(OCC)c(S(=O)(=O)NCc2ccccn2)c1,9%,-11%,-2,-25%[59 µM],89µM*,-6%,-8%,nt,-24%[57.4 µM]
CCCC1=Nc2cc(C(=O)NCc3ccco3)ccc2Sc2ccccc21,-14%,?,2,?,-36%,?,1%,nt,?
CCC1=C(OC(=O)N(CC)CC)N2C(=O)OC(=NCC(=O)OC)[C@]2(C)[C@H]2C1=CC[C@H]1C(=O)N(CC)C(=O)[C@H]12,27%,5%,6,?,-21%,1%,1%,9%,0%
COc1nc(C)ccc1-c1noc(-c2ccco2)n1,18%,40%,6,-4%[59 µM],-16%,2%,0%,9%,2%
O=C(Nc1ccc2nc(-c3ccccc3)[nH]c2c1)c1ccco1,-1%,10%[11.4 µM],-1,?,-18%[57.1 µM],5%,0%,0%,0%
CCOC(=O)c1ccccc1NC(=O)c1cccc(F)c1,121%[activator],3%,-5,84%[activator][59 µM],30%,89%[activator],-3%,14%,-10%
CCN(CC)c1ccc(-c2nn3c(-c4cccnc4)nnc3s2)cc1,62%[activator],?,-5,31%[59 µM],18%,74%[activator],0%,-10%,-35%
CCOC(=O)C1=C(C)NC(=O)NC1c1ccc(OC)c(CN2CCOCC2)c1 (configuration not stated),6%,-3%,-1,-12%[12.7 µM],-17%,9%,0%,12%,-4%
CCCNC(=O)CS(=O)Cc1nc(-c2cccc(OC)c2)oc1C (configuration not stated),23%,0%,1,?,-14%,10%,-1%,10%,17%
N#C/C(=C\c1ccc(O)cc1)c1nc2ccccc2o1,-10%,6%,-2,?,-35%,-30%,-7%,20%,-27%
COc1ccc(CCNC(=O)CSc2nnc(-c3ccccc3)c3ccccc23)cc1OC,16%,-15%,0,?,-13%,-6%,-3%,-8%,-13%
CSc1ccc(S(=O)(=O)NCc2ccc(C)cc2)cc1,73%[activator],-19%,1,49%[59 µM],-11%,11%,-8%,20%,5%
Cc1ccc(OCCn2cnc3c(N)ncnc32)cc1,28%,18%,-14,?,-16%,-23%,10%,-1%,?
O=S(=O)(c1ccccc1)c1nc(NCc2ccccc2)sc1Cl,46%[activator],-10%,2,-10%[59 µM],-4%,-31%,-1%,-6%,13%
CN(Cc1ccc2c(c1)OCCO2)C(=O)CN1C(=O)NC2(CCCCC2)C1=O,22%,-4%,5,nt,-5%,0%,-13%,4%,-5%
CC(=O)Nc1ccc(NC(=O)C2(c3cccs3)CCOCC2)cc1,51%[activator],25%,1,7%[59 µM],45µM*,-1%,4%,7%,-22%
O=C(O)CSc1c2c(nc3cc(C(=O)N4CCCC4)ccc13)CCCC2,19%,22%,1,?,-2%,-2%,6%,3%,-7%
COc1cc(CC(=O)OCC(=O)Nc2sccc2C(N)=O)cc(OC)c1OC,22%,-7%,23,4%,-9%,-11%,-4%,11%,-7%
CCCN1CCC(NCc2cn(C)nc2-c2ccc(Oc3ccccc3)cc2)CC1,11%,27%,0,3%,-13%,-15%,-7%,-18%,-10%
CC1CCN(C(=O)Cn2c(=O)c3cccn3c3ccccc32)CC1,25%,21%[11.4 µM],2,2%,-6%,-18%,-1%,-12%,4%
O=[N+]([O-])c1ccccc1S(=O)(=O)Nc1ccc(-c2ccc3nncn3n2)cc1,46%[activator],-33%,-10,?,-12%,2%,1%,0%,-16%
COC(=O)c1ccc(NC(=O)CSc2n[nH]c(-c3ccccc3)n2)cc1,33%[57 µM],-14%,1,?,-1%,6%,-4%,-9%,-24%
Cc1ccc(C(=O)N2CCCC(C(F)(F)F)C2)cc1S(=O)(=O)N1CCOCC1 (configuration not stated),30%,3%,2,24%[59 µM],-7%,-6%,-9%,nt,328%[activator]

# An excerpt from above in order of the ERG-DNA inh value, lowest first.
SMILES,HP1b chromo inh,RGS4 inh,PI4K2A block,G9a block,JMJD2A Tudor,BAZ2B block,GLS inhibitor,ERG-DNA inh,ALOX12 inh
COC(=O)c1ccc(NC(=O)CSc2n[nH]c(-c3ccccc3)n2)cc1,33%[57 µM],-14%,1,?,-1%,6%,-4%,-9%,-24%
COc1ccc(C2N(Cc3ccccc3)CC(=O)N2/N=C(\C)c2ccccc2)cc1 (configuration not stated),29%,27%,1,0%[59 µM],-19%,-4%,9%,-2%,-17%
CSc1ccc(S(=O)(=O)NCc2ccc(C)cc2)cc1,73%[activator],-19%,1,49%[59 µM],-11%,11%,-8%,20%,5%

# Carrying on:
SMILES,HP1b chromo inh,RGS4 inh,PI4K2A block,G9a block,JMJD2A Tudor,BAZ2B block,GLS inhibitor,ERG-DNA inh,ALOX12 inh
O=Cc1ccc(OCc2ccc3ccccc3c2)cc1,56%[activator],-9%,-3,46%[0.501 µM],1%,6%,-13%,4%,0%
Cc1ccccc1-c1nc(CN(Cc2c(C)nn(C)c2C)C2CC2)c(C)o1,7%,0%,-2,?,-23%,-16%,-8%,3%,4%
Cc1cccc(N2CCN(C(=O)c3c4c(nc5ccccc35)C(=O)N(C3CCCCC3)C4)CC2)c1C,39%,-17%,1,-3%[59 µM],?,-31%,3%,2%,-9%
Cc1ccc(C=Nc2ccc(N(C)C)cc2)o1,?,-119%,-18,1.3µM*,45µM*,nt,61%[activator],17%,7%
Cn1cnnc1SC(C(=O)c1ccccc1)c1ccccc1 (configuration not stated),0%,-13%,0,?,-30%,-3%,6%,10%,?

# Screens (PubChem BioAssay)
